Source: PubChem BioAssay
ZTA DNA inh – blocks Epstein-Barr virus ZTA, an EBNA-1 counter-screen; P03206; ZTA-DNA binding, fluorescence polarization; inhibition, % at 11 µM; actives 0.15% (n = 320,000); AID 2234; in the data active means inhibition above about 33%
Target sequence (P03206 whole entry, looked up): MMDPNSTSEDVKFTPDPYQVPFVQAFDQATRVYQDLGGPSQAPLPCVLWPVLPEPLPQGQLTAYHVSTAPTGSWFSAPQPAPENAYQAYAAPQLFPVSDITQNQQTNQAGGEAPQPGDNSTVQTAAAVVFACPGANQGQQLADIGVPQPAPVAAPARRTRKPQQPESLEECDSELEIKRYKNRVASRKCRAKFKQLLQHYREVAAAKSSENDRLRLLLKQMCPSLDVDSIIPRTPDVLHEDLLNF
Bcl-xL primary – inhibitors of human Bcl-xL, primary screen, biochemical, fluorescence polarization, HTS | GST-Bcl-xL / FITC-Bim BH3 peptide fluorescence polarization | inhibition, % at 10.9 µM | actives 0.7% (n = 320,000);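 active means inhibition above the mean of all tested compounds plus 3 SD, cutoff set per campaign, cut at about 30% in these data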;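 further: 0% = DMSO wells and 100% = unlabeled Bim-BH3 peptide competitor; inhibitors lower millipolarization by displacing the labeled peptide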
MEX-5 binding – MEX-5 zinc finger RNA-binding disruptors – biochemical, C. elegans, fluorescence polarization, MLPCN library, primary screen | Zinc finger protein mex-5 (Caenorhabditis elegans), Q9XUB2 | MEX-5/FITC-TCR2 RNA binding; stronger effect = lower value | activity score (negative = inhibition of binding), % at 10 µM | actives 0.38% (n = 300,000);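 active means inhibition past about -25% in most replicates, and total fluorescence under double the plate's negative control median, limit read from the data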;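 further: 0% = DMSO and -100% = 5 µM competing unlabeled TCR2 RNA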
Target sequence (Q9XUB2 whole entry, looked up): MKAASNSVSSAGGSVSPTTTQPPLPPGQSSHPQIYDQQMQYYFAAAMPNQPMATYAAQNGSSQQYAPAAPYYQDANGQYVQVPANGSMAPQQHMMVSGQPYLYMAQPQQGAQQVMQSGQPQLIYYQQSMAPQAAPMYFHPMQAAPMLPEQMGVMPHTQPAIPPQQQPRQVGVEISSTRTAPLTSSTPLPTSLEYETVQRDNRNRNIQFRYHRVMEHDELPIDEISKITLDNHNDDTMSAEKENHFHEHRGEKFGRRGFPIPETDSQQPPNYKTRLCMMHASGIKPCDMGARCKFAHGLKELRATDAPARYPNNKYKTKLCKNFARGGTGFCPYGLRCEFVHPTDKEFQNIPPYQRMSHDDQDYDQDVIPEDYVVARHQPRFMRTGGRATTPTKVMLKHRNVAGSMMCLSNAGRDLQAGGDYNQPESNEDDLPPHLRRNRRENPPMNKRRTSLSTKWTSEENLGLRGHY
EBNA-1 inhibitor – EBNA-1 DNA-binding inhibitors, primary screen, biochemical, fluorescence polarization | actives 0.34% (n = 300,000) | inhibition, % at 14.8 µM | AID 1950, 2009; in the data active means inhibition above about 28%
Efflux pump inh – inhibitors of Candida efflux pumps in yeast, primary screen, S. cerevisiae, Nile Red, multiplex; S. cerevisiae Candida pump triplex; inhibition, % at 10 µM; actives 0.44% (n = 330,000); AID 485275, 2010;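 active means plate passing quality check with inhibition over a set limit, or well fluorescence over plate mean plus 4 SD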;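 further: Nile Red retained in pooled yeast measured as flow cytometry median fluorescence; 0% = buffer negative control and 100% = Enniatin B positive control; higher means more Nile Red kept so more efflux inhibition; some compounds called inactive have numbers as strong as hits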
Fam108B counter – mouse Fam108B serine hydrolase inhibitors, primary screen, counter-screen for RBBP9 inhibitor project, biochemical, fluorescence polarization | recombinant Fam108B, FP-Rh probe fluorescence polarization | inhibition, % at 9.51 µM | actives 0.33% (n = 300,000) | AID 1947, 2009;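 active means inhibition above the screen mean inhibition plus 3 SD, computed separately per campaign, cut at about 18% in these data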;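 further: inhibitors lower polarization as less probe binds the enzyme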
MCL1-BIM inh – inhibitors of MCL1 binding to BIM-BH3, primary screen, biochemical, fluorescence polarization; Induced myeloid leukemia cell differentiation protein Mcl-1 (Homo sapiens), Q07820; inhibition, % at 10.9 µM; actives 0.68% (n = 320,000); AID 2057, 2009; GST-MCL1 / FITC-Bim-BH3 fluorescence polarization;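 active means inhibition above the mean inhibition of all tested compounds plus 3 SD, set per campaign, cut at about 40% in these data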;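 further: 0% = DMSO wells and 100% = unlabeled Bim-BH3 peptide control; higher means more loss of mP so more displacement of Bim peptide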
Target sequence (Q07820 whole entry, looked up): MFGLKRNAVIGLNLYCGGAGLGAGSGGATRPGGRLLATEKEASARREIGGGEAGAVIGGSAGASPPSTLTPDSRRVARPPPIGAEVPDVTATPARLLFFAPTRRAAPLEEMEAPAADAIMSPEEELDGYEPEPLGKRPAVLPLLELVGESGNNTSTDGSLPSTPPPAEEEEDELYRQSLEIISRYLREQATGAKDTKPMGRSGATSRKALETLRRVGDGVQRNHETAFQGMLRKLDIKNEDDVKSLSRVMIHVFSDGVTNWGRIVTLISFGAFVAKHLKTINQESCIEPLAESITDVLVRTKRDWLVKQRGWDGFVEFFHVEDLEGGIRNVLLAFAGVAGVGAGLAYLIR
GLD-1 TGE inh – GLD-1/TGE RNA complex disruptors, primary screen, biochemical, fluorescence polarization. purified GLD-1 + fluorescein TGE RNA. inhibition, % at 5.96 µM. actives 0.44% (n = 320,000). AID 2280, 2010;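 active means percent inhibition above a per-plate cutoff, the plate mean of test compounds plus 3 SD, cut at about 30% in these data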;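 further: 0% = DMSO wells with GLD-1 and probe and 100% = wells lacking GLD-1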
CR mimetic SO – reduction of superoxide in aged yeast, primary screen, HTS | actives 0.18% (n = 330,000) | superoxide response (% of plate mean), % at 10 µM | S. cerevisiae aged cells, superoxide DHE fluorescence; stronger effect = lower value;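 active means superoxide response under a set limit, about three screen SD below normal, cut at about 65% in these data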;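 further: yeast aged for seven days with compound at 30 °C before DHE staining; 100% = average MFI of all compound-treated wells on the plate with controls excluded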
The depositor's hits bear a star; . = no result given.

The line under a structure holds: MCL1-BIM inh | ZTA DNA inh | MEX-5 binding | Fam108B counter | Efflux pump inh | GLD-1 TGE inh | CR mimetic SO | EBNA-1 inhibitor | Bcl-xL primary
Cc1cc2oc(C(=O)NCCc3ccc(S(N)(=O)=O)cc3)cc(=O)c2cc1C
    -7 | 7 | -0.7 | 4 | -0.1 | 0 | 109 | 8 | -2
COC(=O)c1sc2cnccc2c1N
    -2 | 1 | 2.6 | 4 | 0.2 | -4 | 97 | -9 | 6
Cc1cccc(NC(=O)c2ccc3c(=O)n4c(nc3c2)CCCCC4)n1
    -2 | 3 | -0.4 | 3 | -0.1 | 3 | 95 | -7 | 6
O=c1cc(C(F)(F)F)oc2c1ccc1ccccc12
    9 | 0 | -0.3 | 0 | -0.1 | 1 | 116 | -2 | -3
O=C(CCCn1c(=O)[nH]c2ccc(Br)cc2c1=O)NCc1ccc(Cl)cc1
    3 | -13 | 0.1 | -5 | 0.1 | 2 | 99 | 12 | 1
CC(C)Cn1c(CCC(N)=O)nnc1SC(C)C(=O)Nc1ccc2c(c1)OCO2 (centres undefined)
    5 | -1 | . | . | -0.1 | -1 | 83 | . | 8
O=C1c2ccccc2C(=O)N1CCSc1ncn[nH]1
    7 | 0 | -1.9 | 2 | -0.1 | 3 | 99 | 5 | 9
Cc1csc2c(NCCCN3CCOCC3)ncnc12
    1 | 15 | 1.7 | -1 | 0.0 | 6 | 99 | 3 | 5
Cc1ccc(Cl)c(OCC(=O)NN2CCN(C)CC2)c1
    0 | -4 | -1.0 | -4 | -0.1 | 7 | 111 | 3 | 2
Cc1ccc(CNC(=O)CCC(=O)Nc2nnc(C3CCCCC3)s2)cc1
    4 | -14 | -3.9 | 0 | 0.0 | -1 | 107 | -4 | 4
Cc1noc(C)c1CSc1nnc2scc(-c3ccc(Cl)cc3)n12
    1 | 5 | 2.7 | 1 | 0.0 | 0 | 106 | 7 | 0
COc1cc(/C=C/C(=O)O)cc(Br)c1O
    5 | -13 | -0.4 | 1 | 0.3 | -1 | 107 | -6 | 2
CCOC(=O)c1cc(CC)sc1NC(=O)C1CC1
    -5 | 4 | -1.8 | -3 | 0.0 | 9 | 88 | 8 | -3
CN(CC(=O)NCCc1ccc(Cl)cc1)S(=O)(=O)c1ccc2c(c1)c(=O)n(C)c(=O)n2C
    -6 | 9 | 0.7 | -3 | 1.1 | -6 | 112 | -6 | 5
CCOc1ccc(-c2nnn(CCC(=O)O)n2)cc1OC
    2 | -6 | 1.6 | 1 | 0.0 | 4 | 94 | 3 | -1
CN(C)S(=O)(=O)c1ccc(C(=O)NCCN=C2NS(=O)(=O)c3ccccc32)cc1
    2 | -2 | 0.0 | 2 | -0.2 | 7 | 93 | -1 | 2
Cc1ccccc1-n1c(=O)[nH]c(=O)c2c(N)c(C(=O)c3ccc(Cl)cc3)sc21
    0 | 18 | 1.3 | 3 | 0.3 | 4 | 118 | -2 | 9
CC(C)OC(=O)CSc1nnc(-c2ccc([N+](=O)[O-])cc2)o1
    -1 | 19 | 4.1 | -1 | 0.3 | 7 | 98 | -7 | -2
COc1ccccc1NC(=O)CSc1ccc(-c2cccs2)nn1
    -3 | -5 | -1.6 | -10 | 0.4 | 7 | 108 | -8 | -3
CC1CCCCC12NC(=O)N(CC(=O)NCc1ccco1)C2=O (centres undefined)
    8 | -11 | . | . | 0.0 | 9 | 114 | . | 5
COCCNC(=O)c1onc(CSc2cc(C)ccc2C)c1C(=O)O
    10 | -7 | -1.5 | 2 | -0.2 | 0 | 98 | -7 | 11
C=CCc1cccc2cc(C(=O)N(CC)CC)c(=O)oc12
    9 | -2 | 1.5 | 2 | 0.0 | 5 | 105 | 1 | 3
Cc1ccc(Cn2nnnc2CN2CCC(NC(=O)C(C)(C)C)CC2)cc1
    1 | 6 | -0.7 | 4 | -0.1 | 2 | 101 | -5 | 4
CC(=O)c1cc(OC(=O)N2CCOCC2)ccc1OC(=O)N1CCOCC1
    6 | -9 | -1.9 | 0 | -0.1 | -2 | 94 | 10 | 8
O=C(NC(=S)Nc1ccc(F)c(Cl)c1)C1CC1
    4 | 6 | 0.6 | -2 | 0.0 | 2 | 112 | 4 | 5
CCCCN1C(=O)C(O)(c2ccccc2)c2cc(Br)ccc21 (centres undefined)
    5 | -4 | 2.5 | 4 | 0.0 | -6 | 111 | -12 | -3
COc1ccc(C(=O)c2c[nH]c3ccccc23)cc1
    -4 | -14 | 5.7 | 1 | -0.2 | 8 | 84 | 0 | -2
O=C(N/N=C/c1ccncc1)c1ccc(OCc2ccccc2)cc1
    -6 | -7 | 0.6 | -4 | 0.0 | -3 | 100 | -6 | -4
Cc1ccc(-c2nc(C#N)c(NCc3cccc4c3OCO4)o2)cc1
    4 | -2 | -0.7 | 1 | -0.1 | 3 | 110 | 5 | 2
COCCCNC(=O)CSc1ccc(Cl)cc1
    6 | 14 | 1.7 | 3 | 0.0 | -5 | 110 | -7 | -3
Nc1cc(N)cc(C(=O)OCC(=O)Nc2cc(S(=O)(=O)N3CCCCC3)ccc2Cl)c1
    3 | 7 | -4.8 | 5 | 0.0 | 1 | 98 | -3 | 4
COc1ccccc1C(CC(=O)N1CCCC1)c1ccc2c(c1)OCO2 (centres undefined)
    -1 | -10 | 3.1 | 5 | 0.1 | 9 | 95 | -14 | -2
Cc1ccc(C)c(NC(=O)CSc2sc3c(O)cc(=O)[nH]c3c2C#N)c1
    17 | 22 | -2.2 | 0 | 0.0 | -6 | 92 | 0 | 7
O=C(NCC(=O)N(c1ccccc1F)C(C(=O)NCC1CCCO1)c1ccccc1)c1ccco1 (centres undefined)
    14 | -5 | 2.5 | -1 | -0.3 | -3 | 97 | -4 | 5
COc1cccc(NC(=S)N2CCn3c(nc4ccccc43)C2)c1
    7 | 11 | -4.4 | -1 | -0.1 | 3 | 89 | -7 | -1
Cc1ccc(NS(=O)(=O)c2ccc(CCC(=O)NCCO)cc2)cc1
    -4 | -5 | -3.4 | -5 | -0.1 | -3 | 97 | 11 | 1
CC1CN(c2nc3c(c(=O)[nH]c(=O)n3C)n2Cc2ccccc2F)CC(C)O1 (centres undefined)
    8 | 5 | 1.1 | 3 | 0.1 | 2 | 103 | -9 | 7
COc1ccc(/C=C\C(=O)CC(O)(c2ccccc2)C(F)(F)F)cc1 (centres undefined)
    9 | -6 | -0.4 | -3 | 0.3 | 3 | 101 | -8 | 1
O=C(CSc1nnc(-c2ccccc2F)o1)NC1CCCCC1
    -4 | -4 | -0.7 | -5 | -0.2 | 6 | 98 | 0 | -3
O=C(CSc1ccc(-c2ccc(F)cc2)nn1)NCCc1ccccc1
    4 | 14 | -1.6 | 5 | -0.1 | -10 | 140 | 4 | 7
O=C(O)Cn1nc(-c2ccccc2)oc1=O
    -1 | -6 | 0.7 | -5 | -0.1 | 0 | 96 | -2 | 4
O=C(Oc1ccccc1Cl)c1ccc(-n2cncn2)nc1
    5 | 0 | 3.6 | 0 | -0.1 | 5 | 111 | -5 | 4
COc1ccccc1/C=C/CN1CCC(n2nccc2NC(=O)C2CC2)CC1
    7 | -13 | -2.6 | 2 | -0.1 | 12 | 97 | 8 | 2
Clc1ccc(C2=Nn3c(nnc3-c3n[nH]c4c3CCC4)SC2)cc1Cl
    -7 | 18 | 1.0 | -44 | -0.1 | 7 | 111 | 5 | -6
CC(C)c1cc(Nc2cccc(O)c2)cc(C(C)C)c1O
    146* | 11 | -1.0 | 14 | 0.0 | 148* | 88 | -7 | 140*
Cc1cccc(CCNC(=O)CCS(=O)(=O)c2cc3c(cc2C)NC(=O)CO3)c1
    -3 | 16 | 0.0 | 13 | -0.1 | 1 | 86 | 3 | 2
CCOc1ccccc1N(C)C(=O)c1ccc2c(=O)n3c(nc2c1)CCCCC3
    -5 | -15 | 0.8 | 0 | -0.1 | -5 | 120 | -13 | -1
CC(=O)Nc1ccc(S(=O)(=O)N2CCN(CCC#N)CC2)cc1
    3 | 8 | -1.2 | -2 | -0.1 | -4 | 98 | 0 | 0
CC(C)Nc1nc(Oc2ccc(Cl)cc2)cc(C(F)(F)F)n1
    8 | 2 | -0.8 | -1 | -0.2 | 8 | 89 | 3 | 4
O=C(c1ccccc1Cl)N1CCN(S(=O)(=O)N2CCCCC2)CC1
    2 | -10 | -1.4 | 7 | 0.1 | -4 | 96 | 12 | -1
COc1ccc(C(=O)NCC2OCCc3ccccc32)cc1OC (centres undefined)
    -6 | -6 | 0.0 | -1 | 0.0 | -5 | 106 | 0 | 4
CNC(=O)Nc1ccccc1NC(=O)NC
    2 | 3 | -0.1 | 9 | 0.1 | -1 | 101 | 3 | 4
O=S(=O)(NCCc1ccccc1)c1ccc(Br)s1
    8 | 10 | -0.5 | 2 | -0.1 | 5 | 105 | 8 | 4
CCn1c(SCC(=O)NNC(=O)c2ccc(C)cc2)nnc1-c1ccncc1
    2 | 10 | -1.3 | 4 | -0.2 | 1 | 97 | 2 | -1
CCCCNC(=O)/C=C1\Sc2ccccc2NC1=O
    6 | -8 | -1.6 | 2 | -0.5 | 2 | 92 | 1 | 1
O=[N+]([O-])c1ccc(O)c(/C=N/n2cnnc2)c1
    6 | -2 | 1.6 | 3 | 0.0 | 4 | 84 | -7 | 4
Cc1ccc(Cn2nc(C)c(C(=O)NCC(c3cccs3)N3CCOCC3)c2Cl)cc1 (centres undefined)
    1 | -6 | 1.9 | 1 | -0.1 | -5 | 92 | -2 | -1
COCCOC(=O)c1[nH]c2c(c1C)C(=O)CC(c1ccc(F)cc1)C2 (centres undefined)
    -1 | -9 | -0.4 | 1 | -0.1 | 7 | 100 | -19 | 5
Cc1ccc(CN2CC(C(=O)N3CCN(c4ccccc4Cl)CC3)CC2=O)cc1 (centres undefined)
    -2 | 9 | . | . | 0.1 | 6 | 97 | . | 1
CC(OC(=O)Cn1cnc2c1c(=O)n(C)c(=O)n2C)C(=O)N(C)c1ccccc1 (centres undefined)
    6 | -1 | 1.3 | 4 | 0.0 | 15 | 98 | -3 | 2
COc1ccc(/C=N/N=C2/NC(=O)C(CC(=O)NC(C)C)S2)cc1 (centres undefined)
    -7 | -9 | -2.0 | 2 | 0.5 | -18 | 114 | -11 | 0
COCCn1c(SCC(=O)Nc2sc(C)c(C)c2C#N)nnc1-c1ccc(OC)cc1
    9 | -9 | -1.5 | 0 | 0.0 | 8 | 101 | 5 | 2

By substructure, those above with a nitro group on carbon
The line under a structure holds: MCL1-BIM inh | ZTA DNA inh | MEX-5 binding | Fam108B counter | Efflux pump inh | GLD-1 TGE inh | CR mimetic SO | EBNA-1 inhibitor | Bcl-xL primary
CC(C)OC(=O)CSc1nnc(-c2ccc([N+](=O)[O-])cc2)o1
    -1 | 19 | 4.1 | -1 | 0.3 | 7 | 98 | -7 | -2
O=[N+]([O-])c1ccc(O)c(/C=N/n2cnnc2)c1
    6 | -2 | 1.6 | 3 | 0.0 | 4 | 84 | -7 | 4
